# Screening data from PubChem.
# TbPYK inhibitor = inhibitors of Trypanosoma brucei pyruvate kinase. Q57TT1. TbPYK enzyme, Kinase-Glo Plus ATP luminescence, 45 min. Potency, µM (titrated, usually from 76.8 µM), for the others: top-dose activity, negative = inhibition, hits mostly inhibitors. hit rate 0.12% among 410,000; note: potency is the fitted concentration of half-maximal effect; % is set by controls: 0 for no effect and ±100 for the full control effect; nearly all actives have a fitted effect of over 50% in size
#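 Readout: single end-point luminescence (Kinase-Glo Plus, 10 min). Reaction conditions were TbPYK/substrate plus 130 uM ADP, 45 min at RT, pH 7.2 TEA buffer. No-enzyme wells served as controls, and data were normalized before concentration-response fitting.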
# Pf growth 48h = inhibits P. falciparum growth in the first generation, 48 h; P. falciparum luciferase growth in erythrocytes, 48 h; Potency, µM (highest dose often 28.7 µM), for the others: at the top dose activity change, negative = inhibition, usual class: inhibitors; hit rate 5.9% among 310,000; note: potency is the fitted concentration of half-maximal effect; % is set by controls: 0 for no effect and ±100 for the full control effect
#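 In quantitative HTS format, infected erythrocytes bearing luciferase-reporter parasites were treated for a single generation at 37 C. Luminescence after adding detection reagent served as the growth measure.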
# AmpC inh no detg = blocks E. coli AmpC beta-lactamase in detergent-free assay. AmpC nitrocefin hydrolysis, absorbance 480 nm, 0.0001% Triton. AID 485341. hit rate 0.52% among 330,000. Potency, µM (series often up to 57.1 µM), inactives show top-dose activity change, negative = inhibition, most hits filed as inhibitors;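 note: potency is the fitted concentration of half-maximal effect; plate controls were no compound for no effect and no enzyme for full effect; nearly all actives have a fitted effect of over 20% in size; some results filed as inactive show a strong effect at the top dose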
# Target sequence (P00811 whole entry, looked up): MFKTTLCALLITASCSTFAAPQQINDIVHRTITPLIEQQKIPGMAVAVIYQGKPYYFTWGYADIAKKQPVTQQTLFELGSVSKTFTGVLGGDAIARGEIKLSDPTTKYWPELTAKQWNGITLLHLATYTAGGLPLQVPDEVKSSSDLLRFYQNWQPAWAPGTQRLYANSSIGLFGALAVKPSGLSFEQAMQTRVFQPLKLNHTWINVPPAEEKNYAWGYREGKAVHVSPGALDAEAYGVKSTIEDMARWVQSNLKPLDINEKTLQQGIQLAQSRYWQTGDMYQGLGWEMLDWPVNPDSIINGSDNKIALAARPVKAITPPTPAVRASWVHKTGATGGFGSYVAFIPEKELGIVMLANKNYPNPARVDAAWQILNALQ
#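 AmpC (5.3 nM in the dispensed reagent) in 20 mM phosphate pH 7.0 with 0.01% (detergent screen) or 0.0001% Triton X-100 was preincubated with compounds for 15 min at room temperature. Nitrocefin was then added from an 800 uM solution, and hydrolysis was followed at 480 nm.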
# Pf growth 96h = inhibits malaria parasite growth, 96 h; P. falciparum luciferase reporter growth, 96 h; Potency, µM (series often up to 28.7 µM), for the others: top-dose activity change, negative = inhibition, most hits filed as inhibitors; hit rate 6.9% among 320,000; AID 504834; note: potency is the fitted concentration of half-maximal effect; % is set by controls: 0 for no effect and ±100 for the full control effect
#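 P. falciparum expressing integrated firefly luciferase, in erythrocytes at 2% hematocrit, 0.05% parasitemia, incubated with compounds 96 h at 37 C, 5% CO2. Growth inhibition read as loss of luminescence; two-generation exposure targets delayed-death apicoplast inhibitors.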
# LmPK inh = inhibitors of Leishmania mexicana pyruvate kinase | Q27686 | purified LmPK, Kinase-Glo ATP luminescence, 1 h | Potency, µM (doses to about 57.5 µM), without a hit: top-dose activity change, negative = inhibition, usual class: inhibitors | hit rate 0.37% among 290,000; note: potency is the fitted concentration of half-maximal effect; % is set by controls: 0 for no effect and ±100 for the full control effect
# Target sequence (Q27686 whole entry, looked up): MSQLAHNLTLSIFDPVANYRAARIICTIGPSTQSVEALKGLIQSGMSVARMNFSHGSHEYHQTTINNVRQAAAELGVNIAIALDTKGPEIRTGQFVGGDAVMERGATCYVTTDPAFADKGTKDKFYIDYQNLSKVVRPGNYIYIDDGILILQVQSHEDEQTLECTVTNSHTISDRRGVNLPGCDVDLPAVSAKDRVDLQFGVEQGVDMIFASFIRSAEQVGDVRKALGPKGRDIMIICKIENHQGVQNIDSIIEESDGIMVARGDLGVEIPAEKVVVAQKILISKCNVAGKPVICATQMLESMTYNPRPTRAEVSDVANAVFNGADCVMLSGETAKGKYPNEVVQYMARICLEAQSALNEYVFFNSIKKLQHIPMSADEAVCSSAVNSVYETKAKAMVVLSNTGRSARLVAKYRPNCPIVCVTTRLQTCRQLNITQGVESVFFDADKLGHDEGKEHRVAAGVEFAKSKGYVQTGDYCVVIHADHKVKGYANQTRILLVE
#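 ATP generated from ADP (0.1 mM) and PEP (0.5 mM) by 0.1 nM LmPK over 1 h at room temperature (pH 7.2 imidazole buffer) was detected by coupled luciferase luminescence. Values were normalized to uninhibited and no-enzyme wells.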
# Shiga toxin inh = blocks Shiga toxin action in Vero cells; AID 2315; inhibition, % at 38.7 µM; Vero cells, Shiga toxin protein synthesis inhibition reporter; hit rate 9.2% among 290,000; in the data active = inhibition mostly above about 28%, no sharp cut-off; inactive = mostly below about 43%; note: 0% is about no effect
# Cycloheximide cs = counter-screen hit for Shiga toxin inhibitors, cycloheximide. max response, %. cell reporter, cycloheximide protein synthesis inhibition counterscreen. hit rate 12% among 300,000; in the data active = max response mostly above about 13%, no sharp cut-off; inactive = mostly below about 14%; note: read at 38.3 µM for the half of the compounds with a filed dose; 0% is about no effect
# Active calls of the source: *; ? = inconclusive; nt = not tested or not shown; [ ] = remark or other dose. Unless noted, calls come from the whole dose curve; as a rule, active = well fitted curve in the direction sought with a large enough effect; inconclusive = small, poorly fitted or top-dose-only effect, or another doubt; inactive = no such curve, though single readings can be large; an effect the other way counts as inactive or inconclusive. Not a hit list, and some 22% of all compounds hit somewhere here.
SMILES,TbPYK inhibitor,Pf growth 48h,AmpC inh no detg,Pf growth 96h,LmPK inh,Shiga toxin inh,Cycloheximide cs
Cc1[nH]c2ccccc2c1C(=O)C(=O)N1CCC2(CC1)OCCO2,-4%,1%,-19%,?,0%[11.5 µM],-1,-2
COc1ccc(C(=O)Nc2c(-c3cccs3)c(=O)c3ccccc3n2C)cc1,7%,3%,-24%,22%,-1%,-5,-2
N#C/C(=C\c1ccc(OCC(N)=O)cc1)S(=O)(=O)c1ccccc1,0%,10%,-30%,23%,0%,24,-2
Cc1cc(C)c(S(C)(=O)=O)c(N(C)N)n1,1%,237%[activator],-11%,18%,-1%,-1,6
CCOC(=O)C1=NN(C(=O)c2ccc(OC)cc2)C(O)(c2ccc(Cl)cc2)C1 (stereo not drawn),-4%,-8%,-19%,17%,4%,19,-1
CC(=O)Nc1ccc(NC(=O)C(C)OC(=O)c2ccc(OCc3c(C)noc3C)cc2)cc1 (stereo not drawn),1%,?,23%,nt,5%,-2,-2
Cc1cccc(NC(=O)NCc2ccc3c(c2)OCO3)c1,nt,132%[activator],-18%,?,-2%,79*,39*
O=S(=O)(c1ccccc1)N1CC=C(c2ccccc2)CC1,5%,-17%,-33%,4%[5.75 µM],5%,-11,-2
COc1ccc2[nH]c3c(c2c1)[C@@H]1CCN2C(=O)CCC[C@H](C3)[C@H]12,-10%,1%,99%[activator],23%,-5%,-1,-3
O=C1CC(NCCN2CCOCC2)C(=O)N1Cc1ccc(N2CCCC2=O)cc1 (stereo not drawn),5%,5%,15%,4.1µM*,-1%,-6,1
CC1CC(=O)N(CC(=O)NCc2ccco2)c2ccccc2S1 (stereo not drawn),-8%,-7%,-9%,?,3%,-52,-4
COc1ccc(NC(=O)C2CCN(S(=O)(=O)c3ccc(C)cc3)CC2)cc1OC,-1%,-11%,-7%,5.2µM*,0%,-4,-3
O=C(COc1cccc2ccccc12)N/N=C/c1ccccc1OCc1ccc(C(=O)O)cc1,0%,-16%,-23%,-26%,4%,28,-1
O=C(c1ccccc1)c1ncc(C(F)(F)F)cc1Cl,0%,12%,-1%,-7%,0%,-8,1
COc1ccc(CC(=O)NCC2CCCN(Cc3ccc(OC)cc3F)C2)cc1 (stereo not drawn),1%,-1%,44%,9.3µM*,-3%,-9,0
CC(=O)Nc1ccc(S(=O)(=O)Nc2ccc(F)c([N+](=O)[O-])c2)cc1,2%,21%,-25%,?,5%,5,-5
CC(=O)Nc1ccc(Nc2c3c4c(cccc4n(C)c2=O)C(=O)c2ccccc2-3)cc1,0%,?,61%[activator],?,-2%,-6,-8
CCc1nn(CC(=O)N2CC(C)CC(C)C2)c(=O)c2cccn12 (stereo not drawn),4%,19%,-9%,48%[activator],-3%,-6,1
CCn1c(SCC(=O)Nc2ccc(C(C)=O)cc2)nc2nc3c(cc2c1=O)COC(C)(C)C3,0%,20%,-21%,26%,-4%,122*,32*
CCOC(=O)c1sc(NC(=O)CSc2nc3c(c(=O)n2-c2ccccc2)SCC3)c(C(=O)OCC)c1C,nt,1.7µM*,-7%,3.7µM*,-3%,-18,-2
CCOC(=O)C=C(C(=O)OCC)C(=O)OCC,?,0%,-3%,11%,-4%,7,-2
CCn1c(-c2cc(OC)ccc2OC)csc1=Nc1c(C)n(C)n(-c2ccccc2)c1=O,3%,?,123%[activator],?,6%,1,-1
Cc1ccc(-n2c(=O)c3sccc3n(CC(=O)NCc3ccco3)c2=O)cc1F,2%,9%,-12%,?,2%,-8,-2
Cc1ccc(C2CC(C(F)(F)F)n3nc(C(=O)NCC4CCCO4)cc3N2)cc1 (stereo not drawn),nt,-17%,55%,nt,4%,-6,1
O=C(Nc1ccc(S(=O)(=O)N2CCOCC2)cc1)c1ccc2c(c1)OCO2,2%,-11%,-16%,6%,-7%,-4,-1
O=c1cc[nH]c2ccc(OC(F)(F)F)cc12,-12%,2%,-4%,?,0%,-5,-1
Cc1noc(C)c1CSc1nnc2ccc3ccccc3n12,0%,8%,-21%,10%,-5%,6,-3
CC1(C)C2([N+](=O)[O-])CN3CC1([N+](=O)[O-])CN(C2)C3c1ccccn1 (stereo not drawn),-5%,16%,-17%,?,4%,11,-1
Cc1onc(-c2ccccc2Cl)c1C(=O)Nc1ccccc1O,-2%,-28%,-23%,-18%,1%,14,-1
CC(C)(C)C(=O)N1c2ccccc2CCc2ccccc21,-21%,2%,-12%,?,-1%,-5,-2
COc1ccc(C(=O)Nn2cnnc2)cc1,-4%,22%,-14%,nt,3%,-13,-1
C=CCN1C(=O)C2C(C(=O)NCc3ccccc3)C3(C)C=CC2(O3)C1C(=O)NC(C)(C)C (stereo not drawn),4%,28%,-9%,81%[activator],2%,-11,1
N#CCCCCn1c(-c2cncs2)nc2ccccc21,4%,1%,-3%,nt,-1%,20,5
CCC1CCCCN1CCCNC(=O)c1ccc(CS(=O)(=O)c2ccccc2OC)o1 (stereo not drawn),-4%,16%,-18%,12%,-2%,-3,2
Cc1cc(C)cc(-n2nnnc2-c2cn(C)nc2C(F)(F)F)c1,-7%,2%,-3%,52%[activator],5%,-12,-3
Cc1noc(C)c1CSCC(=O)N(C)CC(=O)Nc1ccccc1Br,-1%,0%,0%,18%,nt,nt,nt
C/C(=N\OCC(=O)Nn1c(=O)[nH]c2ccccc2c1=O)c1ccccc1,-3%,8%,-19%,?,0%,1,6
O=C(CSc1nc2scc(-c3ccco3)c2c(=O)n1-c1ccccc1)N1CCOCC1,0%,-22%,-7%,?,9%,-13,-3
COc1ccc(CC(=O)NC(C)c2ccc3ccccc3c2)cc1 (stereo not drawn),4%,27%,-14%,?,4%,-1,-2
Cc1cc(C)n(-c2nc3ccccc3nc2N2CCC(C)CC2)n1,-1%,9.3µM*,71%[activator],nt,0%,40,1
CCOC(=O)Cc1csc(/N=C/c2c(O)n(-c3ccccc3C(F)(F)F)c(=O)c3ccccc23)n1,2%,?,3%,-9%,0%,-6,-3
FC(F)(F)c1cccc(OCC2CNC(=S)O2)c1 (stereo not drawn),-26%,8%,-10%,8%,1%,-6,-4
COc1ccc(OCCCC(=O)ON=C(N)c2ccccc2Cl)cc1,1%,17%,-21%,8%,nt,nt,nt
C=CCN(C)CCCNC(=O)/C=N/O,nt,22%,-11%,-15%,0%,4,11
Cc1cccc(NC(=S)NCCc2c[nH]c3ccccc23)c1,1%,-5%,-44%,?,6%,-1,1
Cc1nn(CC(=O)NCCc2ccc(Cl)cc2)c(=O)c2cccn12,-11%,10%,-16%,4%,2%,-2,11
CCn1c(SCCC(C)C)nnc1-c1c[nH]c2ccccc12,-4%,nt,-14%,?,14%,-4,-6
O=C(/C=C/c1cnc2ccccc2n1)NC1CCCCCC1,-5%,178%[activator],-9%,158%[activator],-1%,112*,50*
Cc1cccc(C2c3[nH]c4ccccc4c3CCN2C(=O)CN2CCOC2=O)n1 (stereo not drawn),2%,28%,80%[activator],?,0%,19,-7
O=C(Cc1ccc(Cl)cc1)c1c[nH]c(C(=O)NCCCn2ccnc2)c1,5%,?,-4%,?,1%,9,4
CCOC(=O)N1CCN(c2c(N3CCN(c4ccc(OC)cc4)CC3)c(=O)c2=O)CC1,-8%,nt,0%,2%,-2%,5,-2
CCOc1ccc(C(=O)CSCCC(=O)O)cc1,-9%,-15%,-20%,-17%,0%[11.5 µM],-3,-2
Cc1ccc(Sc2ccc(C(=O)NC(C)C)cc2[N+](=O)[O-])cc1,-6%,-8%,-7%,?,7%,-7,0
OC(CNCc1cccs1)c1ccccc1 (stereo not drawn),11%,13µM*,-3%,?,-2%,-4,1
C=CCNc1nc2c(c(=O)[nH]c(=O)n2C)n1CCCCC,9%,-8%,3%,132%[activator],6%,-10,2
O=C1COc2ccc(C(=O)COC(=O)c3ccco3)cc2N1,3%,?,-15%,56%[activator],-2%,42*,27*
COc1ccc(CCN2CC(C(=O)NCCc3ccc(C(F)(F)F)cc3)CCC2=O)cc1 (stereo not drawn),0%,-9%,171%[activator],?,-1%,-3,1
CC(C(=O)Nc1nccs1)N1C(=O)c2ccccc2S1(=O)=O (stereo not drawn),-7%,3%,-11%,4%,nt,nt,nt
O=C(c1nc2ccccn2c1CN1CCCC(OCc2ccccc2)C1)N1CCCC1 (stereo not drawn),2%,0%,65%[activator],-10%,7%,-4,-4
COc1ccc(CNC(=O)CN(Cc2ccccc2)C(=O)CCC(=O)Nc2ccccn2)cc1,-5%,5%,32%,22%,-2%,-4,-7

# Of the compounds above, these have a Cl atom:
SMILES,TbPYK inhibitor,Pf growth 48h,AmpC inh no detg,Pf growth 96h,LmPK inh,Shiga toxin inh,Cycloheximide cs
CCOC(=O)C1=NN(C(=O)c2ccc(OC)cc2)C(O)(c2ccc(Cl)cc2)C1 (stereo not drawn),-4%,-8%,-19%,17%,4%,19,-1
O=C(c1ccccc1)c1ncc(C(F)(F)F)cc1Cl,0%,12%,-1%,-7%,0%,-8,1
Cc1onc(-c2ccccc2Cl)c1C(=O)Nc1ccccc1O,-2%,-28%,-23%,-18%,1%,14,-1
COc1ccc(OCCCC(=O)ON=C(N)c2ccccc2Cl)cc1,1%,17%,-21%,8%,nt,nt,nt
Cc1nn(CC(=O)NCCc2ccc(Cl)cc2)c(=O)c2cccn12,-11%,10%,-16%,4%,2%,-2,11
O=C(Cc1ccc(Cl)cc1)c1c[nH]c(C(=O)NCCCn2ccnc2)c1,5%,?,-4%,?,1%,9,4

# (listing goes on)
SMILES,TbPYK inhibitor,Pf growth 48h,AmpC inh no detg,Pf growth 96h,LmPK inh,Shiga toxin inh,Cycloheximide cs
COc1cc(NC(=O)Cn2ccsc2=N)cc(OC)c1,-7%,-4%,-23%,?,2%,-13,-5
NCc1cccc(CNc2ccc([N+](=O)[O-])cc2C(N)=O)c1,-2%,-1%,-33%,24%,nt,nt,nt
CCOC(=O)C1CCN(C2CCN(C(=O)c3oc4c(C)c(C)ccc4c3C)CC2)CC1,-5%,13µM*,179%[activator],-15%,-8%,82*,19*
O=C(Nc1nc(-c2ccc(F)c(F)c2)cs1)c1cc([N+](=O)[O-])ccc1N1CCOCC1,11%,-8%,-20%,?,3%,12,-2
CCOc1ccc(NC(=O)CN(C)C(=O)CC2CCCCC2)cc1OCC,0%,?,40%,?,nt,nt,nt
COC(=O)c1c(N)nc(C)n1-c1ccc(OC)cc1,-2%,4%,-15%,0%,0%,-21,-3
C/C(=C\c1ccccc1)C(=O)Nc1nc2ccc([N+](=O)[O-])cc2s1,3%,53%[activator],-16%,1%,-2%,-5,19*
Cc1ccccc1NC(=O)CSCCO,-1%,5%,-3%,16%,2%,2,-5
NCCNC(=O)Cc1cccc(NC(=O)Cc2ccc(Nc3ncnc4c3ncn4[C@@H]3O[C@H](CO)[C@@H](O)[C@H]3O)cc2)c1,-6%,31%[activator],18%,?,-2%,15,-1
Fc1ccc(/C=N/Nc2nnnn2-c2ccccc2)cc1,2%,5%,-48%,8.3µM*,3%,-6,-2
CCN(CC)c1ccc(NC(=O)CN2CCN(c3nc(C)cc(C)n3)CC2)cc1,-14%,-13%,151%[activator],5%,6%,1,-2
